aSyn rescue: rescues yeast growth from alpha-synuclein toxicity | Potency, µM (series often up to 46.1 µM), for inactives: at the highest dose growth rescue (activation), most hits filed as activators | Yeast expressing alpha-synuclein, growth rescue, BacTiter-Glo, 24 h | AID 652106 | 370,000 compounds, 0.14% hits; also: potency is read from the fitted curve at half-maximal effect; % of control where 0% means no effect; nearly all actives have a fitted effect of over 65% in size
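Galactose-induced alpha-syn yeast (OD600=0.02, raffinose-pregrown) + pinned cpd, 24 hr, 30 deg C; growth by BacTiter-Glo luminescence. Growth restoration scores as activation.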
PTHR1 ag: activates the human parathyroid hormone receptor PTHR1; Potency, µM (top dose mostly 115 µM), for inactives: at the top dose activation, actives largely listed as activators; 410,000 compounds, 0.075% hits; Q03431; HEK293 GP2 PTHR1 cells, GloSensor cAMP luminescence, 1 h; also: potency is read from the fitted curve at half-maximal effect; nearly all actives have a fitted effect of over 55% in size; some results filed as inactive show a strong effect at the top dose; inactives centre near -15; many of its hits are not listed in these tables
Target sequence (Q03431 whole entry, looked up): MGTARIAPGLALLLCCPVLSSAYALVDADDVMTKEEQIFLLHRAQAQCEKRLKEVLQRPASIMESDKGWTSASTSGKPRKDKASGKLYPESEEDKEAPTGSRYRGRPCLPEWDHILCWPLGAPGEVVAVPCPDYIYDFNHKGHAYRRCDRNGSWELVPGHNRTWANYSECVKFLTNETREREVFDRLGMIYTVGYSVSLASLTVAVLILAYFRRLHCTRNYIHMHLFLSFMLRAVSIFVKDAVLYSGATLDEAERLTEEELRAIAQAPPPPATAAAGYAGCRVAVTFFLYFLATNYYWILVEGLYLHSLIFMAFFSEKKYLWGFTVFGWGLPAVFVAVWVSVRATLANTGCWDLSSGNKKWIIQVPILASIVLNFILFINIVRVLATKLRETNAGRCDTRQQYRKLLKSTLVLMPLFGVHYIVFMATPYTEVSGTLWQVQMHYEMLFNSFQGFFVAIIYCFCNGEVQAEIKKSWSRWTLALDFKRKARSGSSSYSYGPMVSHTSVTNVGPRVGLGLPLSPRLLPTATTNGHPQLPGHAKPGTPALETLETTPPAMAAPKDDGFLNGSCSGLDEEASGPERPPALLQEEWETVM
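HEK-293-derived GP2 cells expressing PTHR1 and a GloSensor cAMP reporter, 3,000/well, plated overnight, given luciferin plus IBMX (each 0.5 mM as added) for 1 h at 37 °C, then compound for 1 h at 37 °C. Luminescence was read after 15 min at room temperature.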
GLP-1R agonist: agonists of human GLP-1 receptor | Potency, µM (doses to about 45.6 µM), for the others: top-dose activation, hits mostly activators | 380,000 compounds, 0.007% hits | P43220 | HEK293 GLP-1R CRE-luciferase, luminescence, 4-6 h; cells express a hypersensitive GLP-1R form; also: potency is read from the fitted curve at half-maximal effect; % of control where 0% means no effect
Target sequence (P43220 whole entry, looked up): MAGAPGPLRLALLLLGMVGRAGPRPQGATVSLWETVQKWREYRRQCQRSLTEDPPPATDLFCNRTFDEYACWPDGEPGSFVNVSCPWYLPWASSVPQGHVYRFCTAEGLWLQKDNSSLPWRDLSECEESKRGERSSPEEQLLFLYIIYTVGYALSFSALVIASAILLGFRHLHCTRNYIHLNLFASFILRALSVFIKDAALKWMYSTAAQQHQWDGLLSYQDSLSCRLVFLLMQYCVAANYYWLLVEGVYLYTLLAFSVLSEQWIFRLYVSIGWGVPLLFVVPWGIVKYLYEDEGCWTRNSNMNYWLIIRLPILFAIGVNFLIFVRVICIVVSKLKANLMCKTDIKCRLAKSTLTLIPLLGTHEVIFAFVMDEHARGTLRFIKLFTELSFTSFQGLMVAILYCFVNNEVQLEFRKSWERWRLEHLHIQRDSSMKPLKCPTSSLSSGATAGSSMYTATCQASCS
GLP1R inv ag: acts as inverse agonist at human GLP-1 receptor; P43220; AID 624417; Potency, µM (highest dose often 38.3 µM), without a hit: at the highest dose activity change, negative = inhibition, hits mostly inhibitors; 410,000 compounds, 1.6% hits; HEK293 GLP-1R CRE-luciferase, luminescence, 24 h; GLP-1R form is constitutively active; also: potency is read from the fitted curve at half-maximal effect; % is scaled to controls: 0 for no effect and ±100 for the full control effect; nearly all actives have a fitted effect of over 55% in size
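Using stably transfected HEK293 (constitutively active GLP-1R, cAMP-luciferase reporter), compounds were incubated 24 hr and luciferase measured by luminescence.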
pAkt inh: blocks phosphorylation of Akt. activity change, % for hits at 50 µM. Neuro2A IGF-stimulated pAkt S473 HTRF, 20 min; hits give low values. 360,000 compounds, 0.32% hits. AID 651550; in the data active = activity change below about -80%; inconclusive = mostly about -51% to -80%; also: % is scaled to controls: 0 for no effect and ±100 for the full control effect
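Single-point screen (50 µM final compound) in Neuro2A cells stimulated 20 min with 6 nM IGF at 37 deg C. After lysis, Ser473-phosphorylated Akt read by HTRF (ex 330 nm, em 615/665 nm) as the 665/615 ratio.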
TDP43 rescue: inhibitors of TDP-43 toxicity in yeast; AID 652104; Potency, µM (top dose mostly 46.1 µM), for the others: at the top dose growth rescue (activation), hits mostly activators; 410,000 compounds, 1.8% hits; TDP-43 expressing yeast growth rescue, BacTiter-Glo, 24 h; also: potency is read from the fitted curve at half-maximal effect; % of control where 0% means no effect; nearly all actives have a fitted effect of over 50% in size
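Galactose-induced TDP-43 yeast, OD600=0.02, compound pinned; 24 hr, 30 deg C; BacTiter-Glo luminescence for growth. Inhibitors of TDP-43 toxicity read as activators.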
FUS yeast rescue: rescues growth of FUS-expressing yeast. S. cerevisiae FUS-expressing, growth rescue, OD600, 24 h. Potency, µM (series often up to 76.6 µM), without a hit: top-dose growth rescue (activation), actives largely listed as activators. 390,000 compounds, 0.24% hits;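 also: potency is read from the fitted curve at half-maximal effect; plate controls were DMSO vehicle for no effect and reference control for full effect; nearly all actives have a fitted effect of over 55% in size; some results filed as inactive show a strong effect at the top dose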
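Toxicity suppression screen in FUS-yeast. Cells induced with 2% galactose, starting OD 0.005, treated 24hr at 30C with compounds at multiple final concentrations; growth by OD600.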
Abeta rescue: compounds reversing amyloid beta toxicity in yeast. yeast expressing A-beta42, growth rescue, OD600, 48 h; response scale: 0% DMSO, 100% iron-clioquinol control. Potency, µM (titrated, usually from 46.1 µM), for inactives: top-dose growth rescue, actives largely listed as activators. 410,000 compounds, 0.063% hits; also: potency is read from the fitted curve at half-maximal effect; nearly all actives have a fitted effect of over 55% in size
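Growth rescue measured by 600 nm absorbance after 48 h yeast culture at 30 C with compound. Values normalized between DMSO and an equimolar ferric chloride plus clioquinol control.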
D3 antag: D3 dopamine receptor (human) antagonism; P35462; D3R cells, DiscoveRx beta-arrestin luminescence, antagonist mode; hits give low values; max response, negative = inhibition, %; 360,000 compounds, 2.5% hits; in the data active = max response below about -50%; inconclusive = no clear call, values can overlap the other calls; also: % is scaled to controls: 0 for no effect and ±100 for the full control effect; mostly tested at two doses, the higher about 12 µM
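Cells plated overnight at 1500 cells/well, then exposed to library compounds with dopamine controls for 90 minutes at 37 degrees C. DiscoveRx reagent added for 30–60 minutes at room temperature; luminescence read, quantitative HTS format.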
* marks the source's active call; other numbers are inactive results; i = inactive; ? = inconclusive; · = no result given; [ ] = dose if it differs, or a comment. Unless noted, calls follow the shape of the dose curve; as a rule, active = well fitted curve in the direction sought with a large enough effect; inconclusive = small, poorly fitted or top-dose-only effect, or another doubt; inactive = no such curve, though single readings can be large; an effect the other way counts as inactive or inconclusive.

SMILES	aSyn rescue	PTHR1 ag	GLP-1R agonist	GLP1R inv ag	pAkt inh	TDP43 rescue	FUS yeast rescue	Abeta rescue	D3 antag
CC1(C)Cc2c(c(N3CCOCC3)nc3sc(C(=O)N4CCCCC4)c(N)c23)CO1	-1%	i	-3%	3%	i	-9%	2%	-25%	-1
COc1ccccc1/C=C/C(=O)c1ccc(NC(C)=O)cc1	-10%	-3%	-30%	?	i	?	·	-18%	-26
COc1ccc2c(c1)c(=O)c(C(=O)c1ccc(Cl)cc1)cn2CC(=O)Nc1ccc(F)cc1	-2%	-13%	2%	-11%	i	4%	-5%	4%	40
CCC(=O)Oc1ccc(NC(=O)CSCc2ccccc2)cc1	1%	i	18%	15%	i	6%	-7%	6%	24
Cc1nc2cc(C(F)(F)F)ccc2n1C	-8%	i	2%	-1%[7.66 µM]	i	16%[9.22 µM]	-5%	-7%	8
O=C(COC(=O)CN1C(=O)C2CCCCC2C1=O)NCc1ccc(Cl)cc1Cl (stereo unspecified)	-8%	-22%	4%	-11%	i	23%	5%	14%	-10
O=C(O)c1ccc(OCC2CCCO2)cc1 (stereo unspecified)	6%	-24%	-11%	-18%	i	15%	-2%	-2%	32
O=C(Cn1c(CN2CCCCC2)nc2ccccc2c1=O)NCc1ccco1	-1%	i	0%	-4%	i	-22%	14%	-11%	-12
CC1(C)CC(=O)C/C(=N\NC(=S)NCc2ccccc2)C1	-5%	-9%	0%	10%	i	9%	6%	-5%	7
CCOc1ccc(CCNC(=O)CN2CCN(Cc3ccccc3C)C2=O)cc1OCC	-3%	-12%	-1%	-11%	i	-5%	6%	3%	9
CCCC(=O)N1CCN(c2nc3ccc(CC)cc3s2)CC1	3%	i	-2%	7%	i	?	-14%	0%	-1
COc1cccc(CC(=O)OC(C)C(=O)Nc2ccc(N3CCOCC3)cc2)c1 (stereo unspecified)	-2%	i	2%	33%[activator]	i	-24%	24%	-14%	-15
Cc1cccc(CSC2=NCCN2C(=O)c2ccc(Br)o2)c1	8%	i	-6%	6%	i	23%	-19%	1%	3
O=C(CCC1N=C2c3ccccc3N=C(SCc3ccccc3F)N2C1=O)NCc1ccc(F)cc1 (stereo unspecified)	·	-16%	·	9%	·	16%	-9%	7%	·
CCOC(=O)c1c(NC(=O)COc2c(C)cc(Cl)cc2Cl)sc2c1CCCC2	·	-15%	·	2%	·	-2%	7%	-26%	·
CC1CCCCN1C(=S)Nc1ccc2nc3n(c(=O)c2c1)CCCCC3 (stereo unspecified)	6%	-19%	0%	-4%	i	26%	20%	-18%	-7
CC(=O)c1ccc(OCc2cc(C(=O)NCCN3CCCC(O)C3)no2)cc1 (stereo unspecified)	-8%	-6%	-3%	17%	·	-6%	-5%	-17%	-21
CCc1nccn1S(=O)(=O)c1ccc(C)c(C)c1	-3%	i	-16%	25%	i	-6%	-18%	-6%	3
CCOc1cc(/C=C(/C#N)c2ccc(F)cc2)ccc1OCc1ccc(C(=O)O)o1	-12%	-6%[57.5 µM]	-1%	3%	i	16%	-5%	-30%	4
O=C(COC(=O)C1CCCN1C(=O)C12CC3CC(CC(C3)C1)C2)c1ccc(Br)cc1 (stereo unspecified)	1%	-17%	4%	-12%	i	3%	46%	-6%	-9
CC(C)C(OC(=O)c1nsc(Cl)c1Cl)C(=O)NCc1ccccc1 (stereo unspecified)	5%	i	9%	-14%	i	-4%	15%	-13%	3
CN(CCO)c1nc(N)c(C#N)c(CC#N)c1C#N	4%	15%	4%	60%[activator]	i	-20%	21%	-4%	-20
O=C(CSc1nnc(-c2ccc(Cl)cc2)n1Cc1ccco1)NCc1ccc2c(c1)OCO2	11%	?	-3%	10µM*	i	-10%	37%	20%	?
CCOc1ccc2nc(NC(=O)CC3Oc4ccccc4NC3=O)sc2c1 (stereo unspecified)	-1%	-23%	-2%	5%	i	6%	-12%	-2%	-17

Some values from the results shown:
In PTHR1 ag, `CN(CCO)c1nc(N)c(C#N)c(CC#N)c1C#N` shows 15%
In PTHR1 ag, `O=C(CCC1N=C2c3ccccc3N=C(SCc3ccccc3F)N2C1=O)NCc1ccc(F)cc1` (stereo unspecified) shows -16%
In TDP43 rescue, `CCOC(=O)c1c(NC(=O)COc2c(C)cc(Cl)cc2Cl)sc2c1CCCC2` shows -2%

New compounds follow
SMILES	aSyn rescue	PTHR1 ag	GLP-1R agonist	GLP1R inv ag	pAkt inh	TDP43 rescue	FUS yeast rescue	Abeta rescue	D3 antag
COc1ccc(C(=S)Nc2ccccc2)cc1	-5%	i	-3%	7%	·	17%	-4%	18%	0
C=CCSC1=C(C#N)C2(CCCCC2)C(C#N)C(=O)N1 (stereo unspecified)	3%	-29%	-2%	17%	i	0%	9%	20%	-11
COc1cc(C(=O)NCc2nnc(SCC(=O)N3CCC(C)CC3)o2)cc(OC)c1OC	0%	i	-3%	-2%	i	-5%	0%	2%	-12
CC1CCCCC1NC(=O)Cn1c(=O)oc2cc(S(=O)(=O)N3CCCC3)ccc21 (stereo unspecified)	1%	-21%	0%	-27%	i	12%	9%	4%	10
CCCOc1ccc(C(=O)Nc2cccc(NC(=O)c3ccc(Cl)cc3Cl)c2)cc1	·	-26%	·	?	·	29%	36%	-10%	·
COc1cccc(NC(=O)C(C)Oc2ccccc2)c1 (stereo unspecified)	0%	-8%	3%	0%	i	25%	20%	6%	-7
CCc1ccc(-n2c(=O)c3c(C)c(C)sc3n(CC(=O)NCc3ccc(C)cc3)c2=O)cc1	·	-24%	·	-11%	·	7%	-23%	-6%	·
CCn1c(CNc2ccc(C)cc2)nnc1SCC(=O)NCc1ccccc1	-1%	i	4%	0%	i	-15%	14%	-16%	-9
COc1ccc(NS(=O)(=O)c2ccc(N3CCN(CCO)CC3)c([N+](=O)[O-])c2)cc1	-2%	-78%[inhibitor]	-1%	-12%	i	-26%	19%	-16%	-27
CN1CCN(Cc2nc3c(c(=O)n(C)c(=O)n3C)n2Cc2cccc3ccccc23)CC1	3%	i	-2%	7%	i	-21%	0%	1%	-17
C=CCC(NCc1ccccc1)c1ccc(OC)cc1 (stereo unspecified)	-2%	-12%	22%	?	i	-19%	-5%	-13%	-24
CCOC(=O)Cc1csc(NS(=O)(=O)Cc2ccccc2)n1	10%	-2%[57.5 µM]	-6%	2%	i	5%	10%	13%	12
CCOC1CCCCC1NS(=O)(=O)c1ccc(Cl)cc1 (stereo unspecified)	11%	-25%[57.5 µM]	4%	-27%	i	-9%	-7%	-2%	-28
NC(=O)NC(CC(=O)NNC(=O)c1ccccn1)c1ccccc1Cl (stereo unspecified)	-6%[1.84 µM]	-5%	-3%	12%	i	7%	15%	-3%	-8
Nc1cccc(-c2cn3cc(C(F)(F)F)cc(Cl)c3n2)c1	3%	-21%[57.5 µM]	7%	?	i	-6%	28%	-13%	?
CCCc1cc(C(=O)Nc2ccccc2SC)no1	-13%	-6%	-5%	-15%	i	?	-4%	-22%	-29
COCCN1C[C@@H](CO)O[C@@H](n2cnc3c(NCc4ccc(F)cc4)ncnc32)C1	3%	-18%	-5%	22%	i	2%	-9%	-9%	30
O=C(O)C[C@H]1c2cc(C(F)(F)F)ccc2S(=O)(=O)N1C1CCCCC1	-1%	-6%	-2%	22%	i	1%	5%	5%	-21
COc1ccccc1Cc1c(-c2cccc(Br)c2)nc2ccc(Br)cn12	-11%	6%	7%	-62%	i	?	?	-36%[inhibitor]	-20
Cc1ccc(/C(O)=C2\C(=O)C(=O)N(CCCN3CCOCC3)C2c2ccccc2F)cc1 (stereo unspecified)	-1%	-13%	1%	2%	i	-7%	-18%	-5%	13
CC1CCc2nc(NC(=O)C3COc4ccccc4O3)sc2C1 (stereo unspecified)	-1%	-50%[inhibitor]	-3%	?	i	35µM*	-20%	?	0
O=C(Nc1ccc(Oc2ccccc2)cc1)c1ccco1	-16%	i	1%	-27%	i	?	5%	-58%[inhibitor]	19
Cc1ccc(CNc2ncnc3ccc(-c4ccc(CO)o4)cc23)o1	·	i	6%	·	·	·	16%	-15%	·
NC(=O)Cc1nc(-c2ccc([N+](=O)[O-])cc2)cs1	4%	i	18%	4%	i	1%	15%	1%	8
COc1ccc(S(=O)(=O)N(CC(=O)Nc2cccc(C(F)(F)F)c2)c2ccc(C)cc2)cc1	·	-24%	-4%	10µM*	·	27%	?	8%	·

Random excerpt: three entries already listed.
SMILES	aSyn rescue	PTHR1 ag	GLP-1R agonist	GLP1R inv ag	pAkt inh	TDP43 rescue	FUS yeast rescue	Abeta rescue	D3 antag
Nc1cccc(-c2cn3cc(C(F)(F)F)cc(Cl)c3n2)c1	3%	-21%[57.5 µM]	7%	?	i	-6%	28%	-13%	?
CC1CCCCN1C(=S)Nc1ccc2nc3n(c(=O)c2c1)CCCCC3 (stereo unspecified)	6%	-19%	0%	-4%	i	26%	20%	-18%	-7
CCCC(=O)N1CCN(c2nc3ccc(CC)cc3s2)CC1	3%	i	-2%	7%	i	?	-14%	0%	-1

Three compounds from above, limited to aSyn rescue, PTHR1 ag and TDP43 rescue:
| structure | aSyn rescue | PTHR1 ag | TDP43 rescue |
| --- | --- | --- | --- |
| COc1ccccc1Cc1c(-c2cccc(Br)c2)nc2ccc(Br)cn12 | -11% | 6% | ? |
| Cc1ccc(/C(O)=C2\C(=O)C(=O)N(CCCN3CCOCC3)C2c2ccccc2F)cc1 (stereo unspecified) | -1% | -13% | -7% |
| CC1CCc2nc(NC(=O)C3COc4ccccc4O3)sc2C1 (stereo unspecified) | -1% | -50%[inhibitor] | 35µM* |

Bioassay records deposited in PubChem BioAssay by National Center for Advancing Translational Sciences (NCATS).

Not all compounds are listed; rates above refer to the full screens.
